C8 TRAIL sens – caspase-8 TRAIL sensitization | NB7+C8 cells + TRAIL, ATPlite viability luminescence | inhibition (viability loss, TRAIL sensitization), % at 10 µM | 360,000 tested, 1% active;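 active = compounds causing at least 50% loss of cell viability in the single-dose screen, relative to plate controls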
NCOA3 inh – inhibitors of human steroid receptor coactivator 3 (SRC3). AID 588352. Q9Y6Q9. HEK293 GAL4-SRC3 luciferase reporter, luminescence. inhibition, % at 3.6 µM. 360,000 tested, 0.17% active;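 active = inhibition above a per-campaign cutoff, the mean of all compounds plus 3 SD, cut at about 60% in these data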;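 note: 0% = DMSO-treated cells and 100% = gossypol-treated cells at 36 µM; higher means less SRC3-driven luciferase light from the GAL4 reporter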
TLR9-MyD88 block – TLR9-MyD88 interaction inhibition | 340,000 tested, 0.21% active | inhibition, % at 4.98 µM | CHO BLA complementation TLR9-MyD88, CCF4 FRET ratio;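 active = inhibition above the mean over all tested compounds plus 3 SD, cut at about 21% in these data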;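 note: 0% = DMSO only wells and 100% = clavulanate BLA inhibitor control wells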
NR5A2 inv ag – NR5A2 inverse agonism in reporter assay; O00482; HEK293T StAR-luciferase reporter, LRH-1 transfected, 24 h; inhibition, % at 3.6 µM; 360,000 tested, 0.13% active; AID 602396;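 active = inhibition above the mean inhibition of all tested compounds plus 3 SD, cut at about 73% in these data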;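 note: 0% = DMSO wells and 100% = reporter-only cells lacking LRH-1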
Target sequence (O00482 whole entry, looked up): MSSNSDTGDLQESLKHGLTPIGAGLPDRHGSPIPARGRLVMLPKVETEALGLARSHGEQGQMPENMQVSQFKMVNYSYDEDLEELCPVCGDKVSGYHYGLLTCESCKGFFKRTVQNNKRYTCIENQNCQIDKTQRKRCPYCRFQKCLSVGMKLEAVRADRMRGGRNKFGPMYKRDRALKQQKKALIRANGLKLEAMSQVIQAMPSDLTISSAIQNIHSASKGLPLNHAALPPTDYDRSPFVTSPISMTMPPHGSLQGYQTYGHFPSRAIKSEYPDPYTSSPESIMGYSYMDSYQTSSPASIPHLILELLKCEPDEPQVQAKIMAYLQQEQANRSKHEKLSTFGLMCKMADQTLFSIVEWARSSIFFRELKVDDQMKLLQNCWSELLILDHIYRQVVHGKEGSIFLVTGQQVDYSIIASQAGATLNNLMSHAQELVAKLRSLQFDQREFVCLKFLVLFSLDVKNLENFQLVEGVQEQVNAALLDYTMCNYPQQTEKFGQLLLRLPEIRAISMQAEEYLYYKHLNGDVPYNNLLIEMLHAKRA
NOD2 RIPK2 PPI – inhibitors of human NOD2-RIPK2 interaction. O43353. CHO BLA complementation NOD2-RIPK2, CCF4 ratio. inhibition, % at 4.98 µM. 360,000 tested, 0.38% active. AID 624267; in the data active = inhibition above about 21%;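 note: 0% = vehicle only and 100% = reference blocker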
Vif imaging – inhibitors of HIV Vif; HEK293T cells, Vif self-association by quenched fluorescence, imaging, 24 h; inhibition, % at 7.49 µM; 340,000 tested, 0.35% active; AID 602346; in the data active = inhibition above about 50%, passing the limit was not always enough; note: some results filed as inactive read as strong as hits
TROY NFkB inh – inhibitors of TROY-dependent NF-kB signaling; Q293 LMP1-TROYcd NF-kB luciferase reporter, 4 h; inhibition, % at 10 µM; 360,000 tested, 0.98% active; AID 1347056;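 active = compounds whose plate-normalised and pattern-corrected inhibition of the luciferase reporter signal at the single screening dose is 50% or more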
NCOA1 inh – inhibitors of human steroid receptor coactivator 1 (SRC1); HEK293 GAL4-SRC1 luciferase reporter, luminescence; inhibition, % at 3.6 µM; 360,000 tested, 0.12% active; AID 588354;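 active = inhibition above the campaign mean plus 3 SD, with each screening campaign given its own cutoff, cut at about 60% in these data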;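 note: 0% = DMSO treated cells and 100% = gossypol at 36 µM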
SRC2 inh – human SRC2 (NCOA2) inhibition; HEK293 GAL4-SRC2 luciferase reporter, luminescence; AID 651957; inhibition, % at 9 µM; 370,000 tested, 0.17% active;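 active = inhibition above the mean inhibition of all tested compounds plus 3 SD, set per campaign, cut at about 52% in these data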;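 note: 0% = DMSO treated cells and 100% = cells given Gossypol at 36 µM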
COUP-TFII inh – blocks human COUP-TFII nuclear receptor; P24468; HEK293T NGFI-A luciferase reporter, luminescence; inhibition, % at 8.6 µM; 370,000 tested, 0.7% active; AID 686940;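 active = inhibition above a per-plate cutoff, mean inhibition of test wells between control levels plus 3 SD, cut at about 38% in these data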;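 note: cells cotransfected with COUP-TFII expression vector driving the NGFI-A reporter; 0% = median of COUP-TF2 test wells and 100% = reporter-only cells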
Target sequence (P24468 whole entry, looked up): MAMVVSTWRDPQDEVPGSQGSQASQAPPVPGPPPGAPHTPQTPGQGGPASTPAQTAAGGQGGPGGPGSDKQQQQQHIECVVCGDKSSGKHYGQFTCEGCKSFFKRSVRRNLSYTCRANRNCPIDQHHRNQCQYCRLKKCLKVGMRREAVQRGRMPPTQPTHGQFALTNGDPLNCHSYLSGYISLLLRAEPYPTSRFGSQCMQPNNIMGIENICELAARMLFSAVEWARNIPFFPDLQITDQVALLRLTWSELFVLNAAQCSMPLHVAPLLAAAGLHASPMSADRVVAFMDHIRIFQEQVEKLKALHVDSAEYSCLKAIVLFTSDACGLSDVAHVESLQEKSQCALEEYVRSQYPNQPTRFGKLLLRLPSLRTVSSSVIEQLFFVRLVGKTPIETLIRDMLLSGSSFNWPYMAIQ
EBV LMP1 NFkB – reduces LMP1-driven NF-kappaB luciferase signal. LMP1-induced NF-kappaB luciferase reporter cells, luminescence. inhibition, % at 12.5 µM. 350,000 tested, 0.69% active. AID 504558; in the data active = inhibition above about 41%;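 note: 0% = neutral control wells and 100% = reference inhibitor control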
Numbers without * were called inactive. This is a subset (hit frequency here may not be typical).

What do the screens show for `COc1cc(NS(=O)(=O)c2ccc(NC(=O)c3ccco3)cc2)nc(OC)n1`?
C8 TRAIL sens: 6; NCOA3 inh: 1; TLR9-MyD88 block: 5; NR5A2 inv ag: 1; NOD2 RIPK2 PPI: -8; Vif imaging: -13; TROY NFkB inh: 9; NCOA1 inh: 1; SRC2 inh: 16; COUP-TFII inh: -7; EBV LMP1 NFkB: 4

What do the screens show for `COC(=O)c1sc2nc(N3CCCCC3)c3c(c2c1N)CCCC3`?
C8 TRAIL sens: -10; NCOA3 inh: 8; TLR9-MyD88 block: -9; NR5A2 inv ag: -4; NOD2 RIPK2 PPI: -2; Vif imaging: 2; TROY NFkB inh: 5; NCOA1 inh: 5; SRC2 inh: 3; COUP-TFII inh: -8; EBV LMP1 NFkB: -6

How did Cc1noc(N)c1C(=O)Nc1ccccc1F do in these assays?
C8 TRAIL sens: -3; NCOA3 inh: 11; TLR9-MyD88 block: -4; NR5A2 inv ag: -15; NOD2 RIPK2 PPI: 2; Vif imaging: 4; TROY NFkB inh: 1; NCOA1 inh: 1; SRC2 inh: -23; COUP-TFII inh: -12; EBV LMP1 NFkB: -1

How did CN(C)CCCNC(=O)CCc1ncc(C(F)(F)F)cc1Cl do in these assays?
C8 TRAIL sens: -3; NCOA3 inh: 6; TLR9-MyD88 block: 3; NR5A2 inv ag: -9; NOD2 RIPK2 PPI: -1; Vif imaging: 0; TROY NFkB inh: -1; NCOA1 inh: -5; SRC2 inh: -1; COUP-TFII inh: 8; EBV LMP1 NFkB: 4

Results for COc1ccc2c(C)c(Cc3ccccc3)c(=O)oc2c1OC ?
C8 TRAIL sens: -5; NCOA3 inh: 10; TLR9-MyD88 block: -11; NR5A2 inv ag: -14; NOD2 RIPK2 PPI: -2; Vif imaging: -4; TROY NFkB inh: -9; NCOA1 inh: 7; SRC2 inh: 26; COUP-TFII inh: 21; EBV LMP1 NFkB: 12

What do the screens show for `Cc1oc(-c2cccs2)nc1CSCC(=O)NC1CC1`?
C8 TRAIL sens: -18; NCOA3 inh: 20; TLR9-MyD88 block: -1; NR5A2 inv ag: 14; NOD2 RIPK2 PPI: 5; Vif imaging: -3; TROY NFkB inh: 6; NCOA1 inh: -24; SRC2 inh: 5; COUP-TFII inh: -7; EBV LMP1 NFkB: 2

How did c1ccc(-c2csc(Nc3ccc4c(c3)OCCO4)n2)cc1 do in these assays?
C8 TRAIL sens: 19; NCOA3 inh: -97; TLR9-MyD88 block: 5; NR5A2 inv ag: -185; NOD2 RIPK2 PPI: -2; TROY NFkB inh: 58*; NCOA1 inh: -140; SRC2 inh: -58; COUP-TFII inh: -48; EBV LMP1 NFkB: -100

How did CCN(CC(=O)Nc1c(F)cccc1F)C(=O)c1ccccn1 do in these assays?
C8 TRAIL sens: -1; NCOA3 inh: 20; TLR9-MyD88 block: 3; NR5A2 inv ag: 16; NOD2 RIPK2 PPI: 9; Vif imaging: -6; TROY NFkB inh: -3; NCOA1 inh: -6; SRC2 inh: 24; COUP-TFII inh: -15; EBV LMP1 NFkB: 2

What do the screens show for `CC(C)=CC/C=C1\CCC(C(=O)O)C(C(=O)O)C1` (stereo unspecified)?
C8 TRAIL sens: -3; NCOA3 inh: 3; TLR9-MyD88 block: -14; NR5A2 inv ag: 33; NOD2 RIPK2 PPI: -7; Vif imaging: 0; TROY NFkB inh: -1; NCOA1 inh: 18; SRC2 inh: -12; COUP-TFII inh: -13; EBV LMP1 NFkB: -8

Results for CC12CCC(=O)N1C(C(=O)NCCN1C(=O)S/C(=C\c3ccc(OC(F)F)cc3)C1=O)CS2 (stereo unspecified) ?
C8 TRAIL sens: 17; NCOA3 inh: 15; TLR9-MyD88 block: 0; NR5A2 inv ag: 8; NOD2 RIPK2 PPI: -7; Vif imaging: -5; TROY NFkB inh: -7; NCOA1 inh: -5; SRC2 inh: -8; COUP-TFII inh: 0; EBV LMP1 NFkB: 0

What do the screens show for `COCC(=O)N(CCN(C)C)Cc1cc2cc3c(cc2nc1Cl)OCO3`?
C8 TRAIL sens: -4; NCOA3 inh: 5; TLR9-MyD88 block: -11; NR5A2 inv ag: -28; NOD2 RIPK2 PPI: 0; Vif imaging: 0; TROY NFkB inh: -8; NCOA1 inh: 11; SRC2 inh: 28; COUP-TFII inh: 13; EBV LMP1 NFkB: -20

How did CCCCNC(=O)C1(C)CCCCN1C(=O)c1ccc2c(c1)CCO2 (stereo unspecified) do in these assays?
C8 TRAIL sens: -9; NCOA3 inh: 18; NR5A2 inv ag: 7; NOD2 RIPK2 PPI: -7; Vif imaging: 8; TROY NFkB inh: -2; NCOA1 inh: -5; SRC2 inh: -1; COUP-TFII inh: -7

Ordered by formula weight (ascending): part of the list above
What do the screens show for `CC(C)=CC/C=C1\CCC(C(=O)O)C(C(=O)O)C1` (stereo unspecified)?
C8 TRAIL sens: -3; NCOA3 inh: 3; TLR9-MyD88 block: -14; NR5A2 inv ag: 33; NOD2 RIPK2 PPI: -7; Vif imaging: 0; TROY NFkB inh: -1; NCOA1 inh: 18; SRC2 inh: -12; COUP-TFII inh: -13; EBV LMP1 NFkB: -8

How did CCN(CC(=O)Nc1c(F)cccc1F)C(=O)c1ccccn1 do in these assays?
C8 TRAIL sens: -1; NCOA3 inh: 20; TLR9-MyD88 block: 3; NR5A2 inv ag: 16; NOD2 RIPK2 PPI: 9; Vif imaging: -6; TROY NFkB inh: -3; NCOA1 inh: -6; SRC2 inh: 24; COUP-TFII inh: -15; EBV LMP1 NFkB: 2

What do the screens show for `COC(=O)c1sc2nc(N3CCCCC3)c3c(c2c1N)CCCC3`?
C8 TRAIL sens: -10; NCOA3 inh: 8; TLR9-MyD88 block: -9; NR5A2 inv ag: -4; NOD2 RIPK2 PPI: -2; Vif imaging: 2; TROY NFkB inh: 5; NCOA1 inh: 5; SRC2 inh: 3; COUP-TFII inh: -8; EBV LMP1 NFkB: -6

What do the screens show for `COc1cc(NS(=O)(=O)c2ccc(NC(=O)c3ccco3)cc2)nc(OC)n1`?
C8 TRAIL sens: 6; NCOA3 inh: 1; TLR9-MyD88 block: 5; NR5A2 inv ag: 1; NOD2 RIPK2 PPI: -8; Vif imaging: -13; TROY NFkB inh: 9; NCOA1 inh: 1; SRC2 inh: 16; COUP-TFII inh: -7; EBV LMP1 NFkB: 4

Other results
What do the screens show for `CN(C)c1cccc2cccc(N(C)C)c12`?
C8 TRAIL sens: -6; NCOA3 inh: 19; TLR9-MyD88 block: 4; NR5A2 inv ag: 7; NOD2 RIPK2 PPI: -20; Vif imaging: 12; TROY NFkB inh: -18; NCOA1 inh: 16; SRC2 inh: 7; COUP-TFII inh: -13; EBV LMP1 NFkB: 4

How did O=C(NC1(C(F)(F)F)N=C(c2ccccc2)NC1=O)c1ccc(Cl)cc1Cl (stereo unspecified) do in these assays?
C8 TRAIL sens: -10; NCOA3 inh: -16; TLR9-MyD88 block: -2; NR5A2 inv ag: -2; NOD2 RIPK2 PPI: -4; Vif imaging: 9; TROY NFkB inh: 9; NCOA1 inh: 8; SRC2 inh: 4; COUP-TFII inh: -15; EBV LMP1 NFkB: -5

Results for COCC(C)n1c(C)cc(C(=O)COc2ccc(S(=O)(=O)N3CCOCC3)cc2Cl)c1C (stereo unspecified) ?
C8 TRAIL sens: -12; NCOA3 inh: -6; TLR9-MyD88 block: -2; NR5A2 inv ag: 3; NOD2 RIPK2 PPI: -1; Vif imaging: -26; TROY NFkB inh: -4; NCOA1 inh: -32; SRC2 inh: 19; COUP-TFII inh: -4; EBV LMP1 NFkB: 9

How did CC(NC(=O)c1ccc(F)cc1)c1ccc(F)cc1 (stereo unspecified) do in these assays?
C8 TRAIL sens: -5; NCOA3 inh: -8; TLR9-MyD88 block: -2; NR5A2 inv ag: 10; NOD2 RIPK2 PPI: 4; Vif imaging: 2; TROY NFkB inh: -6; NCOA1 inh: 3; SRC2 inh: 5; COUP-TFII inh: -9; EBV LMP1 NFkB: 4

Results for N#C/C(=C\c1ccccc1)c1nc2ncccc2[nH]1 ?
C8 TRAIL sens: 3; NCOA3 inh: 3; TLR9-MyD88 block: 1; NR5A2 inv ag: -8; NOD2 RIPK2 PPI: -12; Vif imaging: -2; TROY NFkB inh: -29; NCOA1 inh: 7; SRC2 inh: -6; COUP-TFII inh: 16; EBV LMP1 NFkB: 10

Results for COc1cc(/C=C(\NC(=O)c2ccccc2)C(=O)NCC(=O)O)c([N+](=O)[O-])cc1OC ?
C8 TRAIL sens: -7; NCOA3 inh: 11; TLR9-MyD88 block: 1; NR5A2 inv ag: -7; NOD2 RIPK2 PPI: -15; Vif imaging: -4; TROY NFkB inh: 8; NCOA1 inh: -9; SRC2 inh: -1; COUP-TFII inh: 3; EBV LMP1 NFkB: 1

Results for COCCCN1C(=O)C(CC(=O)NCCc2ccccn2)CC(C(=O)N2CCOCC2)=C1C (stereo unspecified) ?
C8 TRAIL sens: -10; NCOA3 inh: 15; TLR9-MyD88 block: 4; NR5A2 inv ag: 11; NOD2 RIPK2 PPI: -2; Vif imaging: -2; TROY NFkB inh: -23; NCOA1 inh: 0; SRC2 inh: 18; COUP-TFII inh: 3; EBV LMP1 NFkB: -1

What do the screens show for `CCOc1ccc2nc(NC(=O)CSc3nnnn3C3CCCCC3)sc2c1`?
C8 TRAIL sens: 0; NCOA3 inh: -9; TLR9-MyD88 block: -6; NR5A2 inv ag: -47; NOD2 RIPK2 PPI: -7; Vif imaging: -3; TROY NFkB inh: -35; NCOA1 inh: -32; SRC2 inh: -23; COUP-TFII inh: -1; EBV LMP1 NFkB: -5

What do the screens show for `O=C(O)c1ccc2c(c1)C(=O)N(c1cc([N+](=O)[O-])ccn1)C2=O`?
C8 TRAIL sens: 17; NCOA3 inh: -21; TLR9-MyD88 block: -10; NR5A2 inv ag: -4; NOD2 RIPK2 PPI: 2; Vif imaging: -6; TROY NFkB inh: 4; NCOA1 inh: -6; SRC2 inh: -1; COUP-TFII inh: -10

Results for O=C1COc2ccc(C(=O)/C=C/c3ccccc3)cc2N1 ?
C8 TRAIL sens: 2; NCOA3 inh: 11; TLR9-MyD88 block: 3; NR5A2 inv ag: -18; NOD2 RIPK2 PPI: 11; Vif imaging: 6; TROY NFkB inh: -33; NCOA1 inh: -10; SRC2 inh: -54; COUP-TFII inh: -3; EBV LMP1 NFkB: -9

Screens (PubChem)
